Screening data: PubChem, Southern Research Specialized Biocontainment Screening Center
PhoP GFP inhibition = PhoP regulon inhibitors, Salmonella typhi PhoP promoter GFP reporter, confirmatory (AID 1850); Salmonella Typhi PhoP-promoter GFP reporter, fluorescence, 4 h; higher % means a stronger effect; inhibition, % at 50 µM; hits with a dose series show IC50 in µM; 310,000 compounds, 0.33% hits; in the data active means a potency from the dose series; inconclusive means inhibition mostly from about 25% at the one dose, without a potency; inactive means the rest, 99 in 100 with inhibition below about 19%;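 further: 0% = induced wells with vehicle and 100% = uninduced wells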
influenza NS1A = H1N1 influenza NS1A inhibitors, functional cell based assay (AID 504329) | 340,000 compounds, 0.3% hits | NS1A functional cell-based assay, percent inhibition; higher % means a stronger effect | inhibition, % at 12.5 µM, or IC50 in µM where a hit was titrated; in the data active means a potency from the dose series; inconclusive means inhibition above about 27% without an active follow-up result; further: strong numbers were not always called active
H37Rv inhibition = M. tuberculosis growth inhibition, HTS (AID 449762). inhibition, % at 25 µM; hits with a dose series show IC50 in µM. 330,000 compounds, 0.59% hits. M. tuberculosis H37Rv growth inhibition, 7H9 media; higher % means a stronger effect; in the data active means a potency from the dose series; inconclusive means inhibition above about 70% without an active follow-up result;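 further: bacterial growth assessed after seven days of incubation; strong numbers were not always called active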
M. tuberculosis = growth inhibition of non-replicating M. tuberculosis (AID 488890) | Mycobacterium tuberculosis non-replicating, growth inhibition; higher % means a stronger effect | inhibition, % at 25 µM; hits with a dose series show IC50 in µM | 320,000 compounds, 0.39% hits; in the data active means a potency from the dose series; inconclusive means inhibition mostly from about 82% at the one dose, without a potency; inactive means the rest, 99 in 100 with inhibition below about 76%;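 further: plate controls were DMSO cells for no effect and high antibiotic wells for full effect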
inhibitors of VEEV = inhibitors of VEEV TC-83 cytopathic effect, confirmation, Vero cells (AID 588727) | 350,000 compounds, 0.13% hits | Vero cells, VEEV TC-83 cytopathic effect inhibition; higher % means a stronger effect | one-dose inhibition, % at 20 µM; IC50 in µM for titrated hits; in the data active means a potency from the dose series; inconclusive means inhibition mostly from about 14% at the one dose, without a potency; inactive means the rest, 99 in 100 with inhibition below about 12%; further: strong numbers were not always called active
Numbers without * were called inactive; i = inactive; ? = inconclusive; / = not tested or not shown; & = joins results of further samples; ! = repeats disagree. These rows are one share of the data; rates above refer to the full screens.

Short forms – A = PhoP GFP inhibition; B = influenza NS1A; C = H37Rv inhibition; D = M. tuberculosis; E = inhibitors of VEEV
1	CC(C(=O)O)c1ccc(C(=O)c2cccs2)cc1 (stereo not given)
  A: 1.9%; B: -0.6%; C: 2.6%; D: 0.9%; E: 1.4%
2	CCN(CC)CCNC(=O)c1cc(Cl)c(N)cc1OC
  A: 0.1%&2.3%; B: -5.3%; C: -1.3%; D: 1.2%; E: 1.0%
3	CCCNC(C)C(=O)Nc1c(C)csc1C(=O)OC (stereo not given)
  A: -6.0%; B: -1.8%; C: -0.3%; D: -3.6%; E: 0.3%
4	OCCN1CCN(CCCN2c3ccccc3Sc3ccc(Cl)cc32)CC1
  A: 69.2µM*!; B: 18.6%; C: ?; D: 74.2%; E: 6.8%
5	CN1CCOC(c2ccccc2)c2ccccc2C1 (stereo not given)
  A: 2.7%; B: -7.0%; C: 0.2%; D: 11.9%; E: 1.1%
6	CN(C)CCOC(C)(c1ccccc1)c1ccccn1 (stereo not given)
  A: -1.5%&-0.3%; B: 0.4%; C: 0.8%; D: -3.2%; E: i
7	CCOC(=O)c1ccc(N)cc1
  A: 14.8%; B: -1.6%; C: ?; D: 78.1%; E: 0.1%
8	C/C=C(/C)C(=O)O[C@@H]1c2c(ccc3ccc(=O)oc23)OC(C)(C)[C@@H]1OC(=O)/C(C)=C\C
  A: -2.0%; B: -17.7%; C: -9.7%; D: 17.2%; E: 5.7%
9	OC(C#CCN1CCCC1)(c1ccccc1)c1ccccc1
  A: -0.4%; B: -1.4%; C: 0.1%; D: -15.1%; E: 1.2%
10	CCCCCCO
  A: /; B: -0.5%; C: -8.2%; D: -16.8%; E: i
11	CC(=O)c1ccc(S(=O)(=O)NC(=O)NC2CCCCC2)cc1
  A: -14.0%; B: 0.1%; C: 42.4%; D: 0.6%; E: 0.1%
12	CCOc1ccc(NC(=O)Cn2cc(C(=O)c3ccco3)c3ccccc32)cc1
  A: 1.3%; B: 1.8%; C: 1.8%; D: 6.8%; E: i
13	CC12CCC(CC1)C(C)(C)O2
  A: 6.8%; B: -14.8%; C: -4.2%; D: -0.9%; E: i
14	C=CC1=C(C(=O)O)N2C(=O)[C@@H](NC(=O)/C(=N\O)c3csc(N)n3)[C@H]2SC1 (stereo in doubt)
  A: 19.1µM*; B: 9.2%; C: ?; D: 9.8%; E: 0.9%
15	O=C(CCN1CCC(c2ccccc2)C1)c1ccc2c(c1)OCCO2 (stereo not given)
  A: 28.1%; B: -2.6%; C: 61.7%; D: ?; E: i
16	COc1cc2c(c(OC)c1OC)-c1c(cc3c(c1OC)OCO3)[C@@H](OC(C)=O)[C@H](C)[C@H](C)C2
  A: 3.5%; B: 2.3%; C: -2.8%; D: 22.1%; E: 0.7%
17	COc1ccc(C(=O)CC(=O)c2ccc(C(C)(C)C)cc2)cc1
  A: /; B: -0.5%; C: /; D: /; E: i
18	CC(=O)c1ccc2c(c1)N(CCCN(C)C)c1ccccc1S2
  A: /; B: 7.4%; C: /; D: /; E: 0.5%
19	CCc1cc(=O)oc2c(CNC(Cc3ccccc3)C(=O)O)c(O)ccc12 (stereo not given)
  A: 2.5%; B: /; C: -7.8%; D: 0.5%; E: /
20	O=S(=O)(c1cccc2cnccc12)N1CCCNCC1
  A: -1.7%; B: -4.2%; C: 19.7%; D: 2.1%; E: 2.2%
21	Cc1nc2ccccn2c(=O)c1CCN1CCC(C(=O)c2ccc(F)cc2)CC1
  A: -1.9%; B: -0.2%; C: -4.7%; D: 0.8%; E: 1.3%
22	CCN(CC)CCOC(=O)C1(c2ccccc2)CCCC1
  A: -1.3%; B: -1.9%; C: 3.5%; D: -7.4%; E: 0.2%
23	CCC(C)n1ncn(-c2ccc(N3CCN(c4ccc(OCC5COC(Cn6cncn6)(c6ccc(Cl)cc6Cl)O5)cc4)CC3)cc2)c1=O (stereo not given)
  A: -3.5%; B: 0.2%; C: -3.4%; D: 6.8%; E: 6.3%
24	C[C@]12CCC(=O)C=C1CC[C@@H]1[C@@H]2CC[C@@]2(C)[C@H]1CC[C@]2(O)C(=O)CO
  A: -12.1%; B: -1.2%; C: -1.4%; D: 4.0%; E: 1.7%
25	Oc1ccc(/C=C/c2cc(O)cc(O)c2)cc1
  A: -4.4%&2.5%; B: -1.7%; C: 22.1%; D: 11.0%; E: 1.8%

Random excerpt: three compounds from above.
Short forms – A = PhoP GFP inhibition; B = influenza NS1A; C = H37Rv inhibition; D = M. tuberculosis; E = inhibitors of VEEV
23	CCC(C)n1ncn(-c2ccc(N3CCN(c4ccc(OCC5COC(Cn6cncn6)(c6ccc(Cl)cc6Cl)O5)cc4)CC3)cc2)c1=O (stereo not given)
  A: -3.5%; B: 0.2%; C: -3.4%; D: 6.8%; E: 6.3%
24	C[C@]12CCC(=O)C=C1CC[C@@H]1[C@@H]2CC[C@@]2(C)[C@H]1CC[C@]2(O)C(=O)CO
  A: -12.1%; B: -1.2%; C: -1.4%; D: 4.0%; E: 1.7%
22	CCN(CC)CCOC(=O)C1(c2ccccc2)CCCC1
  A: -1.3%; B: -1.9%; C: 3.5%; D: -7.4%; E: 0.2%

Compound profiles (already shown). Values in the order: PhoP GFP inhibition, influenza NS1A, H37Rv inhibition, M. tuberculosis, inhibitors of VEEV
Cc1nc2ccccn2c(=O)c1CCN1CCC(C(=O)c2ccc(F)cc2)CC1 is entered as -1.9%, -0.2%, -4.7%, 0.8%, 1.3%
CCN(CC)CCOC(=O)C1(c2ccccc2)CCCC1 is entered as -1.3%, -1.9%, 3.5%, -7.4%, 0.2%

Copied from the list:
Result of `Cc1nc2ccccn2c(=O)c1CCN1CCC(C(=O)c2ccc(F)cc2)CC1` under inhibitors of VEEV: 1.3%
Result of `Oc1ccc(/C=C/c2cc(O)cc(O)c2)cc1` under PhoP GFP inhibition: -4.4%&2.5%
Result of `CCC(C)n1ncn(-c2ccc(N3CCN(c4ccc(OCC5COC(Cn6cncn6)(c6ccc(Cl)cc6Cl)O5)cc4)CC3)cc2)c1=O` (stereo not given) under PhoP GFP inhibition: -3.5%
